RSV CPE inhibition = RSV antiviral activity via CPE protection, HEp-2 cells, primary 10 µM value included (AID 2391). HEp-2 cells, RSV-induced CPE inhibition; higher % means a stronger effect. CPE inhibition, % at 10 µM, or IC50 in µM where a hit was titrated. 0.13% of 310,000 active; in the data active means a potency from the dose series; inconclusive means CPE inhibition mostly from about 23% at the one dose, without a potency; inactive means the rest, 99 in 100 with CPE inhibition below about 21%; further: strong numbers were not always called active
WT yeast gro inh = growth inhibition of WT yeast, mitochondrial fusion screen; mitochondrial fusion phenotypic screen, WT strain; inhibition, % at 10 µM; 2.1% of 190,000 active; in the data active means inhibition above about 58%; tested in S. cerevisiae
Large T inhibition = TAg ATPase/helicase activity blockers – biochemical (AID 1903); SV40 large T antigen ATPase/helicase inhibition assay; higher % means a stronger effect; one-dose inhibition, % at 20 µM; IC50 in µM for titrated hits; 0.39% of 310,000 active; in the data active means a potency from the dose series; inconclusive means inhibition mostly from about 32% at the one dose, without a potency; inactive means the rest, 99 in 100 with inhibition below about 32%; further: strong numbers were not always called active
ER stress rescue = rescue of cells from ER stress-induced death, primary screen, 384-well, CSM14.1, thapsigargin, ATP luminescence (AID 1222); CSM14.1 thapsigargin-induced death rescue, ATP luminescence; higher % means a stronger effect; one-dose cellular ATP content (survival), % at 20 µM; EC50 in µM for titrated hits; 190,000 tested, under 10 active;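 active means EC50 below 50 µM in the dose-response confirmation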;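 further: death triggered by thapsigargin at about 15 µM added after 2 h compound pretreatment; cell ATP read after overnight thapsigargin exposure of roughly 18 to 22 hours; normalized against plate controls of thapsigargin alone and 5% DMSO vehicle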
UTI89 phage lysis = inhibition of K1F phage lysis, E. coli UTI89, bacterial capsule biogenesis inhibitors, alamar blue (AID 488966). E. coli UTI89 K1F phage lysis, alamar blue, 2 h; higher % means a stronger effect. inhibition, % at 100 µM, or IC50 in µM where a hit was titrated. 0.02% of 340,000 active;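 active means phage lysis inhibition, versus mean bacterial control, above a set limit; inconclusive means no clear call, values can overlap the other calls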;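 further: capsule biogenesis inhibitors block K1F phage lysis so surviving cells raise fluorescence; higher fluorescence means more inhibition of phage lysis; actives were called in the ten point dose series up to 300 µM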
XIAP displacement = small molecules displacing peptide from XIAP – biochemical, IAP family, fluorescence polarization (AID 1018); XIAP BIR domain, fluorescence polarization peptide displacement; higher % means a stronger effect; one-dose displacement, % at 20 µM; IC50 in µM for titrated hits; 0.007% of 200,000 active; in the data active means displacement above about 50%; further: a part of the inactive calls stands beside numbers as strong as those of hits
Dengue-2 NS5 capping = Dengue-2 NS5 methyltransferase inhibitors, primary screen, biochemical, confirmation dose response (AID 588689); Dengue-2 NS5 methyltransferase capping enzyme assay, biochemical; higher % means a stronger effect; one-dose inhibition, % at 25 µM; IC50 in µM for titrated hits; 0.3% of 340,000 active; in the data active means a potency from the dose series; inconclusive means inhibition above about 29% without an active follow-up result
West Nile antiviral = West Nile virus antiviral activity, cell-based, CPE readout (AID 1621); West Nile virus-infected cells, CPE inhibition; higher % means a stronger effect; CPE inhibition, % at 10 µM, or IC50 in µM where a hit was titrated; 0.02% of 290,000 active; in the data active means a potency from the dose series; inconclusive means CPE inhibition mostly from about 3.7% at the one dose, without a potency; inactive means the rest, 99 in 100 with CPE inhibition below about 2.2%; further: strong numbers were not always called active
Yfh1-off respiration = enhancers of respiration in Yfh1-depleted yeast, dose response, Friedreich's ataxia, plus single-dose screen (AID 1465) | S. cerevisiae Yfh1-off respiration, WST-1 reduction, 72 h; higher fold induction means a stronger effect | fold induction at 50 µM; hits with a dose series show EC50 in µM | 0.074% of 220,000 active;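 active means fold induction of absorbance versus untreated yeast above a set limit, then at least 30% activation at any dose in follow-up; inconclusive means repeats straddling the limit, or above it without dose testing; inactive means fold induction below the set limit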;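 further: activators that raise dye reduction in frataxin-depleted yeast; strong numbers were not always called active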
WT yeast gro inh mutant strain = second read-out of WT yeast gro inh, no call of its own (marks repeat the call); inhibition, %; mitochondrial fusion phenotypic screen, mutant strain inhibition
* = called active by the depositor; i = inactive; ? = inconclusive; · = not tested or not shown; [ ] = dose if it differs, or a comment.

SMILES | RSV CPE inhibition | WT yeast gro inh | WT yeast gro inh mutant strain | Large T inhibition | ER stress rescue | UTI89 phage lysis | XIAP displacement | Dengue-2 NS5 capping | West Nile antiviral | Yfh1-off respiration
Cc1cccc(-n2nc(C)cc2N)c1 | 2.4% | -6 | 0 | -6% | 0.1% | 0.6% | -4.7% | -5% | 0.7% | i
CCOC(=O)CNC(=O)Cn1cnc2c(nnn2-c2ccccc2)c1=O | -0.1% | · | · | 2% | · | 3.1% | · | -10% | 0.2% | ·
COC(=O)C1=C(C(=O)OC)C2C(C)=CC(C)=CN2C(C(=O)OC)=C1C(=O)OC (stereo not drawn) | 0.5% | -15 | -3 | 5% | 9.0% | -0.4%[50 µM] | -4.1% | 2% | 0.1% | i
C=CCOc1cccc(C(=O)/C=C2/C(=O)Nc3ccccc32)c1 | 7.5% | · | · | 13% | · | 0.2% | · | -22% | -0.9% | ·
COc1ccc(C2=NN(CN3C(=O)C(=O)c4ccccc43)C(c3cccc([N+](=O)[O-])c3)C2)cc1 (stereo not drawn) | -0.3% | · | · | 15% | · | -0.1% | · | 1% | 0.0% | i
Cc1ccc(C(=O)NNC(=O)C2CCN(S(=O)(=O)c3ccc(C)cc3)CC2)cc1 | 0.0% | · | · | 17% | · | 0.6%[50 µM] | · | -8% | 0.3% | i
COc1ccc(NC(=O)CN2C(=O)COc3ccc(S(=O)(=O)N4CCCCC4)cc32)cc1OC | 1.1% | · | · | 12% | · | 0.0% | · | -3% | 2.3% | ·
O=C(/C=C/c1ccc(O)cc1)c1ccccc1 | -1.4% | · | · | ? | · | 0.1% | · | -29% | 0.2% | i
O=C(Cc1ccccc1[N+](=O)[O-])N1CCN(S(=O)(=O)c2ccccc2)CC1 | 0.0% | · | · | 20% | · | 0.1% | · | -7% | -0.3% | ·
Cc1cc(Cl)ccc1OCC(=O)Nc1cccnc1 | 5.3% | · | · | 4% | · | 0.1% | · | -2% | -0.3% | ·
CC(=O)c1cccc(-n2nnnc2SCC(=O)Nc2cc(C)on2)c1 | 3.9% | · | · | 5% | · | 0.2% | · | -9% | -0.3% | ·
COc1ccc(C(=O)Nc2ccc(C(=O)N3CCCC3)cc2)cc1[N+](=O)[O-] | 2.8% | · | · | -7% | · | -0.2% | · | -3% | 0.1% | ·
Cn1c(SC2CCCCC2=O)nnc1-c1ccccc1F (stereo not drawn) | -0.8% | -24 | 6 | 5% | -0.6% | -2.1% | -2.9% | -4% | 0.2% | i
COc1cccc(C(=O)COC(=O)C(C)N2C(=O)C3C4C=CC(C4)C3C2=O)c1 (stereo not drawn) | 1.6% | -14 | -2 | 21% | 1.3% | 10% | -8.3% | -1% | 0.0% | i
O=S(CC(O)COCc1ccc(Cl)cc1)c1ccccn1 (stereo not drawn) | 1.2% | 4 | 16 | 4% | -1.9% | 2.3% | 0.0% | -4% | -0.4% | i
CCN1C(=O)N[C@@H](c2ccccc2)[C@H](C(=O)OC)[C@H]1C | 0.1% | · | · | 5% | · | 0.4% | · | 1% | -0.4% | i
CCOc1cc(C)c(C(C)C)cc1S(=O)(=O)n1ccc(C)n1 | 2.7% | 1 | 1 | -9% | -3.9% | 0.0% | -3.2% | -5% | -0.3% | i
Cc1nnc(N2C(=O)C(=O)/C(=C(\O)c3ccc4c(c3)CC(C)O4)C2c2ccccc2)s1 (stereo not drawn) | 0.7% | · | · | 5% | · | 0.1% | · | -7% | 0.0% | ·
COc1cc(Cl)ccc1OCc1cc(C(=O)NC2CCc3ccccc32)no1 (stereo not drawn) | 0.5% | · | · | 16% | · | -0.3% | · | 0% | 1.0% | ·
CN(CC1CCCO1)S(=O)(=O)c1ccc(C(=O)Nc2nnc(-c3ccccc3)o2)cc1 (stereo not drawn) | 0.0% | · | · | 12% | · | -0.3% | · | -5% | 1.1% | ·
CCOC(=O)CCC(=O)N1CCOCCOCCN(C(=O)CCC(=O)OCC)CCOCC1 | 0.7% | 2 | 9 | 4% | -0.6% | 0.5% | -1.1% | -2% | -0.1% | i
Cc1cccc(-c2cc(=O)c(C(=O)O)cn2-c2ccc(F)cc2F)c1 | 1.6% | · | · | 9% | · | 0.6% | · | -11% | -0.1% | i
CC(C)OCCCN1CN(S(=O)(=O)c2ccc(Cl)cc2)c2nc3ccccc3nc21 | 2.4% | -17 | -10 | 3% | -0.1% | 0.8% | -18% | 0% | -0.5% | i
COc1ccc(NC(=O)CN(C)C(=O)c2ccc(S(=O)(=O)Nc3ccccc3F)cc2)cc1 | 0.8% | · | · | 9% | · | 1.1%[50 µM] | · | 6% | · | ·
O=C(c1ccccc1)c1c[nH]c(C(=O)NCc2cccnc2)c1 | 0.4% | 11 | -11 | -3% | 1.9% | 0.2% | 2.2% | · | -0.1% | i
CC(C)(C)C1CCC2(CC1)C(C#N)=C(SCC(=O)Nc1ccccc1)NC(=O)C2C#N (stereo not drawn) | 19% | 35 | 20 | 3% | 3.4% | 1.5% | -20% | -1% | -0.3% | i
Fc1ccc(COc2cccc3cccnc23)cc1 | -0.1% | -5 | 15 | 8% | -0.9% | · | -2.4% | · | -0.3% | i
CCN(C)c1ccc(/C=N\n2nnnc2N)cc1 | 6.0% | 34 | 10 | 13% | · | 0.3% | -4.3% | -11% | 0.3% | i
COc1ccc(-c2cc(CNS(=O)(=O)c3ccc(NC(C)=O)cc3)on2)cc1 | 1.6% | · | · | 8% | · | 0.0%[50 µM] | · | -13% | -0.5% | ·
O=c1[nH]c(CN2CCN(S(=O)(=O)c3ccc4ccccc4c3)CC2)nc2ccccc12 | -0.1% | 11 | -4 | 6% | -1.4% | 0.4% | -4.0% | -2% | 0.3% | i
CCn1c(C)nc2cc(C(=O)OCCC(F)(F)F)ccc21 | 6.3% | 10 | 38 | -4% | -2.5% | 1.4% | -3.2% | -1% | 0.3% | i
N#Cc1c(N)c(C(=O)c2ccccc2)n2c1CCCC2 | 0.0% | -8 | 0 | 7% | -2.4% | 3.1% | -1.6% | 6% | -0.1% | i
COc1cc(NC(=O)CN2CC(c3ccccc3)CC2=O)cc(OC)c1 (stereo not drawn) | 1.4% | 11 | 2 | 4% | 0.1% | 4.1% | -2.7% | 1% | -0.8% | i
CCN(CC(=O)NC(C)C)C(=O)Cc1ccc(C)c(C)c1 | 0.8% | -11 | 7 | 68% | -1.0% | 0.6% | -3.4% | 2% | -0.9% | i
Cc1[nH][nH]c(=O)c1C(c1c(C)[nH][nH]c1=O)c1cn(Cc2ccc(F)cc2)c2ccccc12 | 3.4% | 14 | -18 | 11% | -1.5% | 1.8% | -6.0% | 18% | -0.7% | i
Cn1c(Cl)c(/C=N/OC(=O)c2ccc(Cl)cc2)c2ccccc21 | 3.2% | 15 | 23 | 7% | 1.0% | 0.5% | -7.7% | -5% | 0.8% | i
O=C(CS(=O)(=O)c1ccccc1)Nc1cccnc1 | 0.3% | -9 | -1 | -4% | 0.5% | 0.3% | -4.7% | -5% | 0.3% | i
COC(=O)[C@@H]1C[C@@]2(O)[C@H](O)[C@H](O)[C@H](O)C[C@H]2N1CC1CC1 | 1.5% | · | · | 13% | · | -0.3% | · | 4% | -0.3% | i
Cc1ccccc1-n1cc(CNC(=O)CCc2nnc(CCc3ccccc3)o2)cn1 | -0.8% | 26 | 14 | · | 2.1% | -0.3% | -5.5% | -3% | -0.9% | i
CC(=O)Oc1ccc(C(=O)Nc2cccc3c2CCCC3)cc1 | 4.8% | · | · | 6% | · | -0.9% | · | -3% | 0.2% | ·
CC(C)(C)c1ccc(Oc2ccc(NC(=O)c3cccs3)cn2)cc1 | 13% | · | · | 7% | · | 0.6% | · | -8% | 1.0% | i
Cc1nnc(SCC(=O)NCc2ccc(Cl)cc2)[nH]c1=O | 1.9% | 10 | 30 | 3% | 0.0% | -0.4% | -5.3% | 6% | 0.6% | i
Cc1ccc(S(=O)(=O)N2[C@@H](c3ccccc3F)C(C(=O)O)=CC[C@H]2c2ccc(Cl)c(Cl)c2)cc1 | 19% | · | · | ? | · | -2.1% | · | 20% | · | ·
O=CN/C=C/c1cc(O)ccc1O | 1.5% | · | · | 60% | · | -5.0% | · | ? | -0.3% | ?
COc1ccc(F)cc1S(=O)(=O)N1CCCN(S(=O)(=O)c2cc(F)ccc2OC)CC1 | 11% | 0 | -14 | 7% | 2.1% | -0.9% | -4.8% | -4% | 0.1% | i
O=C(c1ccccc1)N1CCN(S(=O)(=O)c2ccccc2)CC1 | 0.4% | · | · | 24% | · | 0.2% | · | 1% | 0.1% | i
Fc1ccccc1N1CCN(Cc2cc(-c3ccccc3)on2)CC1 | 1.1% | · | · | 5% | · | 0.5% | · | -5% | -0.5% | ·
COc1cc2c(cc1OC)C1Cc3ccc(OC)c(OC)c3C[N+]1([O-])CC2 (stereo not drawn) | 0.4% | · | · | 7% | · | 1.0% | · | 5% | 0.2% | i
O=C(O)[C@H](Cc1ccccc1)NC(=O)C(c1ccccc1)(c1ccccc1)c1ccccc1 | 6.0% | 4 | -1 | 11% | 1.5% | 0.5% | -9.3% | -8% | 0.0% | i
CN(C)c1cccc(N(C)C)c1CNC(=O)C(C)(C)C | 2.2% | · | · | 11% | · | · | · | · | 0.2% | i
O=C(NCC1(c2ccccc2)CCCC1)c1ccccc1Br | ? | -8 | -11 | 4% | -0.9% | -0.3% | -4.0% | -2% | -2.0% | i
COc1cc(-c2nc3ccccc3s2)ccc1O | -0.8% | · | · | 34% | -6.0% | 0.3% | -1.3% | 2% | 0.1% | i
NC(N)=N/N=C/c1ccc(OCc2ccc(Cl)cc2)cc1 | -4.1% | 82 | 87 | 8% | -2.6% | -12% | -6.6% | 0% | -1.5% | i
COc1ccc(S(=O)(=O)N2CCOCC2)cc1NC(=O)CCNC(=O)c1ccc(Br)cc1 | -3.6% | · | · | 17% | · | 1.4%[50 µM] | · | -1% | · | ·
Cn1nc([N+](=O)[O-])nc1N1CCOCC1 | 0.9% | -1 | -7 | 13% | 3.8% | 0.4% | -2.6% | -5% | 0.6% | i
O=C(CN1C(=O)NC2(CCc3ccccc32)C1=O)c1ccc(Cl)cc1 (stereo not drawn) | -1.0% | · | · | 24% | · | 0.7%[50 µM] | · | -1% | · | ·

Continued:
SMILES | RSV CPE inhibition | WT yeast gro inh | WT yeast gro inh mutant strain | Large T inhibition | ER stress rescue | UTI89 phage lysis | XIAP displacement | Dengue-2 NS5 capping | West Nile antiviral | Yfh1-off respiration
Cc1ccc(C)c(OCCC(=O)NCCc2ccc(S(N)(=O)=O)cc2)c1 | 0.6% | · | · | -5% | · | 0.0% | · | -8% | -0.4% | ·
O=C1c2ccccc2C(=O)N1c1n[nH]c(CCc2ccccc2)n1 | 2.0% | -10 | -26 | -1% | -0.3% | 3.7% | -4.5% | -3% | 0.4% | i
COc1ccc(-c2csc(NC(=O)/C(N=Nc3ccccc3)=C(\C)O)n2)cc1 | 0.3% | -9 | 9 | 5% | 0.3% | · | -1.4% | · | -0.4% | i
COCCCNCCCCOc1cccc(Br)c1 | -0.5% | 15 | 42 | 5% | -2.1% | 0.0% | -0.9% | 1% | 0.1% | i

From PubChem BioAssay
